FLuc inhib CS: inhibits firefly luciferase, flagging false hits in luciferase inhibition screens; ATPLite firefly luciferase biochemical luminescence, 10 min; inhibition, % at 10 µM; hit rate 1.5% among 200,000;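 active = inhibition above about 50% when tested at 10 µM, limit read from the data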
Target sequence (P08659 whole entry, looked up): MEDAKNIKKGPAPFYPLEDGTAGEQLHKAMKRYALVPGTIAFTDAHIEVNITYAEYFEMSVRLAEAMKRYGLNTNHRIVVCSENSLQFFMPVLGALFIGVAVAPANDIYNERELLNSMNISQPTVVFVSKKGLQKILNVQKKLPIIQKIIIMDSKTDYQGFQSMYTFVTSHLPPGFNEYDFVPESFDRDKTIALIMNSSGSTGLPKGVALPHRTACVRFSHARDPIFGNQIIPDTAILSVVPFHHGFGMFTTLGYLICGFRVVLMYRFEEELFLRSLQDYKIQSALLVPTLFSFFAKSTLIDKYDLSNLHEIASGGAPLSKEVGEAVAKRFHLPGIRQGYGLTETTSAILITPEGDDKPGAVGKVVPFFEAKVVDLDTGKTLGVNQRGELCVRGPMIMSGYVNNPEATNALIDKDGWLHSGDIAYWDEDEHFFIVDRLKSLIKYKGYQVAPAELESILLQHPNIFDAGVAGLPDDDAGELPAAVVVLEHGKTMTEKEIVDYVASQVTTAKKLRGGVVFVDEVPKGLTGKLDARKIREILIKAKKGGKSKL
STAT3 blocker: STAT3 signaling inhibition. U3A cells, IL-6 STAT3-luciferase reporter, luminescence; host cell line lacks STAT1. inhibition, % at 5.5 µM. hit rate 0.89% among 190,000;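 active = inhibition above the mean inhibition across all screened compounds plus 3 SD, cut at about 44% in these data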;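 also: 0% = DMSO only wells and 100% = 100 µM nifuroxazide control wells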
STAT3 activator: activators of IL-6 induced STAT3 signaling | U3A cells, IL-6 STAT3-luciferase reporter, luminescence; 100% = signal with IL-6 EC80 alone | activation (% of control), % at 5.6 µM | hit rate 0.91% among 190,000;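 active = activation above the screen-wide mean of compound activation plus 3 SD, cut at about 130% in these data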;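 also: 0% = background luminescence of wells with medium and substrate only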
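Material: human U3A cells carrying STAT3-luciferase construct. Measured by: reporter luminescence signal. Timing: compound 1 h, then IL-6 6 h at 37 °C.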
RAM network inh: yeast RAM network inhibition; S. cerevisiae dse1pr::URA3 reporter, 5-FOA growth OD615, 2 d; analog-sensitive cbk1-as2 kinase mutant strain; inhibition, % at 50 µM; hit rate 1.8% among 190,000; AID 868;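 active = inhibition above a set limit, 3 SD over mean compound inhibition, cut at about 8.4% in these data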;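 also: 0% = DMSO-only wells with no growth and 100% = 10 µM 1-NA-PP1 full growth; inhibition rescues growth on 5-FOA so higher OD means more RAM inhibition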
APP 5'UTR act: APP 5'UTR luciferase reporter activation; hit rate 1% among 190,000; SH-SY5Y APP 5'UTR luciferase reporter, luminescence; zero percent = DMSO vehicle wells; activation, % at 2 µM;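 active = activation above a set limit, based on mean plus 3 SD of controls, cut at about 140% in these data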; also: values of inactives mirror those of a sister screen read the other way
NF-kB expr up: NF-kB expression increase, human neuronal cells | NF-kB reporter expression; hits give high values | fold change at 12.5 µM | hit rate 1.6% among 190,000 | AID 1239; in the data active = fold change above about 3.3
STAT1 blocker: reduces IFN-gamma driven STAT1 reporter signal. NIH 3T3 STAT1-luciferase reporter, luminescence. inhibition, % at 5.5 µM. hit rate 0.35% among 200,000;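 active = inhibition above a set limit, the mean inhibition across all tested compounds plus 3 SD, cut at about 34% in these data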;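 also: 0% = IFN-gamma with DMSO and 100% = IFN-gamma with 300 µM nifuroxazide; values of inactives mirror those of a sister screen read the other way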
APP transl inh: APP translation inhibition; SH-SY5Y APP 5'UTR-luciferase reporter, luminescence; AID 1285; inhibition, % at 2 µM; hit rate 0.82% among 190,000;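 active = inhibition above a set limit, derived from the sample mean plus 3 SD, cut at about 45% in these data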; also: values of inactives mirror those of a sister screen read the other way
Hsp70 activator: Hsp70 transcriptional activation, primary screen. HeLa Hsp70 promoter luciferase reporter, luminescence; scaled: vehicle 0, proteasome-inhibitor control 100%. activation, % at 10 µM. hit rate 0.04% among 200,000;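 active = activation above the mean across all tested compounds plus 3 SD, cutoff set per campaign, cut at about 5.5% in these data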;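 also: 100% = MG132 at 30 µM as the positive control and 0% = DMSO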
STAT1 activator: STAT1 signaling activation. NIH 3T3 STAT1-luciferase reporter, IFN-gamma, luminescence; 100% = IFN-gamma alone, no compound. activation (% of control), % at 5.5 µM. hit rate 2.6% among 200,000. AID 932;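 active = activation above the screen-wide mean activation plus 3 SD, cut at about 130% in these data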;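 also: raw ratio to IFN-gamma control signal so 100% means no change and 0% no light; values of inactives mirror those of a sister screen read the other way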
Active calls of the source: *; x = no result given.

Every second line gives: FLuc inhib CS | STAT3 blocker | STAT3 activator | RAM network inh | APP 5'UTR act | NF-kB expr up | STAT1 blocker | APP transl inh | Hsp70 activator | STAT1 activator
- CCOC(=O)C1CCCN(c2c(NCCCN(CC)c3ccccc3)c(=O)c2=O)C1 (stereo not drawn)
  -6 | 6 | 97 | 1.9 | 0 | 1 | 3 | 0 | -0.3 | 97
- Cc1ccc(C(=O)Nc2ccc3nc(C)sc3c2)s1
  25 | 4 | 100 | 2.3 | 167* | 6.6* | -44 | -167 | 0.0 | 141*
- CC(C)CCN1CCN(C2CSCCSC2)CC1CCO (stereo not drawn)
  -2 | 6 | 97 | 0.0 | -12 | 1 | -5 | 12 | -0.4 | 103
- CCOc1ccccc1NC(=O)N1CCCC(c2nc3c(nnn3Cc3ccc(C)cc3)c(=O)[nH]2)C1 (stereo not drawn)
  -2 | -4 | 108 | 4.3 | 1 | 0.97 | -3 | -1 | -0.2 | 103
- Cc1cc2n(n1)C(c1cn(-c3ccccc3)nc1C)Nc1ccccc1-2 (stereo not drawn)
  -2 | 10 | 100 | 6.0 | 12 | 1.4 | -16 | -12 | 0.1 | 114
- Cc1ccc(N2CC(C(=O)NCCc3ccc(S(N)(=O)=O)cc3)CC2=O)cc1 (stereo not drawn)
  -8 | -7 | 110 | 2.8 | 9 | 1.1 | 9 | -9 | -0.4 | 92
- CC1CCCC(C)N1CC(O)COc1c(F)cc(Br)cc1F (stereo not drawn)
  -3 | 6 | 102 | 0.4 | 13 | 1.3 | 10 | -13 | 0.1 | 90
- COc1ccc(C2C=C(c3ccc(C)c(C)c3)Nc3ncnn32)c(OC)c1OC (stereo not drawn)
  -7 | 28 | 83 | 0.9 | x | 0.93 | -5 | x | 0.3 | 104
- CCN(CC)S(=O)(=O)c1cccc(C(=O)NCCCN2CCOCC2)c1
  -5 | 8 | 100 | 0.2 | 13 | 1.3 | -6 | -12 | 0.1 | 105
- COc1nc(C)nc2c1sc(=S)n2C
  0 | 14 | 91 | 2.9 | 6 | 0.99 | -1 | -6 | -0.2 | 101
- CCOC(=O)c1c(-c2cccs2)csc1NC(=O)c1ccncc1
  -2 | 15 | 90 | 9.6* | -4 | 1.1 | 0 | 4 | -0.2 | 100
- CCOC(=O)c1snc(C(=O)NC2CCCCC2)c1N
  1 | -9 | 114 | 1.7 | 81 | 2.1 | -18 | -81 | 0.2 | 118
- CC(C)(C)C(=O)NC(=S)NNC(=O)c1ccncc1
  -4 | 20 | 89 | 0.4 | 6 | 0.99 | -10 | -6 | -0.1 | 108
- O=C(CSc1nnc(COc2ccccc2)n1-c1ccccc1)c1cccs1
  -19 | -8 | 113 | 7.7 | -2 | 0.98 | -5 | 2 | 0.1 | 106
- CCC(=O)NCCc1nc2cc(NC(=O)c3cccs3)ccc2n1C
  21 | 9 | 102 | -0.4 | 17 | 1.8 | -18 | -17 | 0.0 | 116
- CC(C)OCCCNC(=O)CN1C(=O)/C(=C/c2ccccc2)Sc2ccccc21
  -2 | 0 | 98 | 4.8 | 0 | 1.1 | 5 | 0 | -0.2 | 95
- CCSc1nnc(NC(=O)c2cc(C)on2)s1
  4 | -10 | 110 | -1.1 | -15 | 1.1 | -10 | 15 | -0.6 | 110
- CC(=O)Nc1ccc(NC(=O)C(C)OC(=O)CNC(=O)c2sc3ccccc3c2Cl)cc1 (stereo not drawn)
  5 | 10 | 96 | 1.7 | 36 | 1 | 5 | -36 | -0.5 | 96
- CCCCCCS(=O)[C@H]1CS(=O)(=O)C[C@@H]1S(=O)CCCCCC (stereo partly drawn)
  -4 | 0 | 105 | 0.4 | x | 1.1 | -4 | x | -0.5 | 104
- O=C(Cc1ccc(F)cc1)Nc1ccccc1Sc1ccccc1
  -4 | 2 | 98 | 0.3 | 20 | 1.4 | -9 | -20 | -0.2 | 108

Of the compounds above, two contain fluorine:
Every second line gives: FLuc inhib CS | STAT3 blocker | STAT3 activator | RAM network inh | APP 5'UTR act | NF-kB expr up | STAT1 blocker | APP transl inh | Hsp70 activator | STAT1 activator
- CC1CCCC(C)N1CC(O)COc1c(F)cc(Br)cc1F (stereo not drawn)
  -3 | 6 | 102 | 0.4 | 13 | 1.3 | 10 | -13 | 0.1 | 90
- O=C(Cc1ccc(F)cc1)Nc1ccccc1Sc1ccccc1
  -4 | 2 | 98 | 0.3 | 20 | 1.4 | -9 | -20 | -0.2 | 108

The list goes on:
Every second line gives: FLuc inhib CS | STAT3 blocker | STAT3 activator | RAM network inh | APP 5'UTR act | NF-kB expr up | STAT1 blocker | APP transl inh | Hsp70 activator | STAT1 activator
- CCc1cccc(NC(=O)c2ccc(NS(=O)(=O)c3c(C)noc3C)cc2)c1
  -2 | 12 | 98 | 3.1 | 7 | 1.2 | 5 | -7 | -0.5 | 95
- COCCN1C=C(C(=O)OC)C(c2ccc(Cl)cc2)C(C(=O)OC)=C1
  2 | 1 | 104 | 2.0 | 16 | 0.87 | 1 | -16 | -0.2 | 99
- O=S(=O)(NCC1NCCc2ccccc21)c1ccccc1 (stereo not drawn)
  -7 | 19 | 87 | 0.0 | 18 | 1.3 | -8 | -18 | -0.2 | 108
- NC(=O)CC(O)c1cccc(Cl)c1 (stereo not drawn)
  -1 | 10 | 97 | -0.7 | 11 | 1 | 2 | -11 | -0.2 | 99
- O=C(C1CCN(S(=O)(=O)N2CCOCC2)CC1)N1CCN(c2ccccc2)CC1
  -6 | 6 | 99 | 0.3 | -5 | 1 | 0 | 5 | 0.1 | 100
- CCN1C(=O)C(C(=O)NC(C)c2ccccc2)C2CC1(C)Oc1ccccc12 (stereo not drawn)
  -8 | 19 | 86 | -0.3 | -9 | 1.5 | -3 | 9 | -0.3 | 103
- CCOC(=O)c1sc(NC(=O)C2CCCO2)c(C(=O)OC)c1C (stereo not drawn)
  x | 23 | 85 | x | 16 | x | 1 | -16 | -0.1 | 99
- Cc1c(N=NC2=C(O)CC(C)(C)CC2=O)c(=O)n(-c2ccccc2)n1C
  -3 | 6 | 100 | 1.1 | -8 | 1.3 | 2 | 8 | -0.2 | 98
- CCCC(=O)NC(C)C(c1cccs1)N1CCN(C)CC1 (stereo not drawn)
  -5 | 10 | 95 | 1.0 | -13 | 1.2 | 5 | 13 | -0.2 | 95
- O=C1c2ccncc2C(=O)N1c1cccc(Cl)c1
  -2 | -4 | 104 | -1.3 | 4 | 1.2 | -3 | -4 | -0.2 | 102
- O=C1CC(=O)N(CCc2ccccc2)C(=O)N1CCc1ccccc1
  -13 | 4 | 100 | 2.3 | -9 | 1.1 | 1 | 9 | 0.2 | 100
- O=C(CSc1nccn1-c1cccc(Cl)c1)NO
  -8 | 8 | 97 | 1.2 | 16 | 0.95 | 3 | -16 | -0.1 | 94
- CCOc1ccc(C(=O)OCCN(C)C)cc1
  -1 | 4 | 101 | 1.3 | -1 | 1.1 | -4 | 1 | -0.3 | 103
- C/C(=N/NC(=O)OC(C)(C)C)c1ccco1
  31 | -9 | 111 | 3.7 | 33 | 1.8 | -18 | -33 | -0.3 | 116
- O=C1NC(=O)C2(COC(c3ccncc3)OC2)S1 (stereo not drawn)
  -2 | 6 | 95 | 2.7 | 14 | 1.2 | 18 | -14 | 0.0 | 84
- CN(C)S(=O)(=O)c1ccc(C(=O)NC(=O)CSc2ccccc2)cc1
  7 | -10 | 112 | 0.4 | 20 | 0.99 | 1 | -20 | -0.4 | 99
- CCCOc1cccc(C2/C(=C(/O)c3ccc(F)cc3)C(=O)C(=O)N2CCN(C)C)c1 (stereo not drawn)
  -8 | -6 | 107 | -0.5 | 18 | 1.2 | 1 | -18 | -0.2 | 99
- O=C(C1CCC1)N(CCc1ccccc1)Cc1nc2ccccc2c(=O)[nH]1
  0 | -2 | 104 | 0.6 | 4 | 2.4 | 2 | -4 | -0.2 | 98
- CCOC(=O)c1ccc(CSc2ncn[nH]2)o1
  -7 | 0 | 103 | -0.4 | 4 | 1.2 | -6 | -4 | 0.0 | 104
- Cc1nc(NS(=O)(=O)c2ccccc2C)c2c3c(sc2n1)CCC3
  -7 | 8 | 96 | 0.9 | -3 | 0.95 | -2 | 3 | -0.2 | 102
- NS(=O)(=O)c1cccc(NC(=O)CCS(=O)(=O)c2ccc(Cl)cc2)c1
  -5 | 9 | 94 | 3.0 | -14 | 1 | 5 | 14 | -0.4 | 96
- COc1cccc(C2C=C(c3cccs3)Nc3ncnn32)c1OC (stereo not drawn)
  -2 | 12 | 93 | 0.9 | -8 | 1 | 8 | 8 | -0.3 | 93
- Cc1ccc(C(=O)COc2ccccc2N2C(=O)c3ccccc3C2=O)cc1
  -4 | 2 | 100 | 8.8* | 85 | 1.1 | -10 | -85 | -0.3 | 109
- CC1C=CCC2C(=O)N(c3ccc(OC(=O)c4ccco4)cc3)C(=O)C12 (stereo not drawn)
  -3 | 2 | 102 | 0.7 | -5 | 1.1 | 1 | 5 | -0.2 | 99
- COc1ccc(C(=O)c2ccccc2Cl)cc1
  -4 | 0 | 106 | 1.3 | 4 | 1.1 | 3 | -4 | -0.6 | 97
- COCCNC(=O)c1ccc(C(=O)C(=O)c2ccccc2)cc1
  -5 | 2 | 101 | -0.3 | 1 | 1.2 | 8 | -1 | -0.5 | 93
- CCCOc1ccc(OCCSc2ncccn2)cc1
  8 | 12 | 94 | 1.6 | 124 | 4.2* | -39 | -124 | 0.2 | 135*
- CCc1ccc(OC(C)c2nnc(SCC(=O)Nc3ncccc3C)n2C)cc1 (stereo not drawn)
  -5 | 2 | 101 | 2.8 | -16 | 1.4 | -3 | 16 | -0.1 | 103
- CCCCCCNCc1ccc(Br)cc1
  -4 | 5 | 100 | 0.2 | -7 | 1.1 | 14 | 7 | 0.1 | 88
- O=C(NCc1cccs1)c1cccnc1Cl
  -6 | -1 | 103 | 1.4 | -9 | 1.2 | 2 | 9 | -0.3 | 98
- N#Cc1ccc(Oc2ccc(/C=N/O)cn2)cc1
  -2 | 0 | 102 | 1.6 | -9 | 1.1 | 6 | 9 | -0.2 | 94
- COc1ccc(C(=O)NCCn2cc(SCC(=O)NCc3ccco3)c3ccccc32)cc1
  9 | 6 | 98 | 1.3 | 36 | 0.48 | -6 | -36 | 0.4 | 106
- C=CCn1c(SCc2c(C)noc2C)nc2cc(C(=O)O)ccc2c1=O
  x | 13 | 92 | 1.6 | -3 | 2.8 | -2 | 3 | -0.2 | 102
- Nc1ccc2nc(-c3ccc(Cl)cc3)[nH]c2c1
  75* | x | x | 0.7 | 61 | 8.5* | x | -61 | x | x
- COC(=O)c1ccc2c(=O)n(Cc3ccco3)c(SCC(=O)Nc3ccc(C)c(Cl)c3)nc2c1
  -5 | -4 | 104 | 1.8 | 7 | 1 | 6 | -7 | 0.1 | 99
- O=C(NNC(=O)c1sc2ccccc2c1Cl)Nc1ccc(Cl)cc1
  -5 | 10 | 93 | 3.8 | -7 | 1.1 | 4 | 8 | -0.1 | 97
- Cc1ccc(C)c(-n2cc(-c3ccc(Cl)cc3)nc2SCC(=O)NC2CCS(=O)(=O)C2)c1 (stereo not drawn)
  -5 | -3 | 102 | -0.4 | -9 | 0.9 | 5 | 9 | -0.3 | 95
- COc1cc2c(cc1OC)C(=O)CCS2
  -10 | 4 | 102 | 0.9 | -4 | 1 | -9 | 4 | -0.2 | 109
- C=CCc1cccc2cc(C(=O)NC3CCCC3)c(=O)oc12
  -4 | 27 | 83 | 0.5 | 18 | 1.1 | 0 | -18 | 0.5 | 99

Screening data as filed in PubChem.
